T cell modulator: modulators of CD8 T cell-vesicle binding, primary screen, mouse 2C CD8+ T cells, flow cytometry | 0.068% of 330,000 active | calls only at 7 µM | AID 2052, 2009 | 2C CD8+ T cell-vesicle binding; hits give low values;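 active = response, share of CD8 T cells binding vesicles, and their 90th percentile fluorescence all below set limits, cut at about 80% in these data, passing the limit was not always enough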
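Benchmarks: naked versus QL9-loaded vesicles / Assay system: purified 2C TCR transgenic mouse naive CD8+ T cells / Technique: high-throughput flow cytometry with anti-B7-1 and anti-CD8 staining / Timing: Cell–vesicle co-incubation 1.5 h at 37 °C, staining 20 min on ice / Read-out: percent CD8+ FL2 mean versus row control / Probe or stimulus: QL9-loaded Drosophila micro-vesicles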
KOR beta-arrestin-1: KOR antagonists, beta-arrestin recruitment, cell-based, luminescence, uHTS (AID 1778). 0.091% of 290,000 active. Kappa-type opioid receptor (Homo sapiens). inhibition, % at 10 µM; hits with a dose series show IC50 in µM. KOR beta-arrestin recruitment, luminescence, antagonist mode; higher % means a stronger effect; in the data active = inhibition above about 50%; note: strong numbers were not always called active
NTR1 agonist: agonists of NTR1, primary screen, imaging, U2OS cells, beta-arrestin-GFP, high content (AID 493036). activation, % at 20 µM. NTR1-U2OS beta-arrestin-GFP spot imaging, agonist mode. 0.17% of 330,000 active;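 active = activation at or above 40% of the spot to cytoplasm intensity ratio, with at least 20 cells analyzed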;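 note: 0% = DMSO without peptide and 100% = 100 nM NTR1 peptide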
Target sequence (P30989 whole entry, looked up): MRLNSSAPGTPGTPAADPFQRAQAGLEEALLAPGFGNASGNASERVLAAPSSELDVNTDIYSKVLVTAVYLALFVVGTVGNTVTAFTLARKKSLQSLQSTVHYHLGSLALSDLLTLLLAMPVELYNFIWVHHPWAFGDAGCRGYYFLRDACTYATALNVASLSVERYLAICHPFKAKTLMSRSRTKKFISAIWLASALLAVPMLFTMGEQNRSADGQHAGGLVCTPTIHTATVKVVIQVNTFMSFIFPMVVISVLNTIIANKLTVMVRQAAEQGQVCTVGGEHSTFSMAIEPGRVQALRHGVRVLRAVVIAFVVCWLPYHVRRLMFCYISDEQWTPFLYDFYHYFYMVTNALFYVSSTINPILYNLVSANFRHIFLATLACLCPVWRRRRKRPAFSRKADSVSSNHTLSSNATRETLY
GPR55 activation: GPR55 agonists via beta-arrestin recruitment, primary screen, imaging, U2OS cells, beta-arrestin-GFP redistribution (AID 1961); G-protein coupled receptor 55 (Homo sapiens); U2OS GPR55 beta-arrestin-GFP redistribution imaging; higher % means a stronger effect; activation, % at 10 µM; hits with a dose series show EC50 in µM; 0.048% of 290,000 active;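 active = activation above 40% with more than 50 cells counted in the well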;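 note: U2OS osteosarcoma cells stably expressing GPR55 and beta-arrestin-GFP; plate controls were DMSO negative control for no effect and LPI positive control for full effect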
KOR beta-arrestin-2: KOR agonists, beta-arrestin recruitment, primary screen, cell-based, luminescence, uHTS (AID 1777) | KOR beta-arrestin recruitment, luminescence; higher % means a stronger effect | 0.02% of 280,000 active | one-dose activation, % at 10 µM; EC50 in µM for titrated hits | Kappa-type opioid receptor (Homo sapiens); in the data active = activation above about 50%, passing the limit was not always enough; note: a part of the inactive calls stands beside numbers as strong as those of hits
Salmonella PhoP GFP: inhibitors of PhoP regulon expression, primary screen, Salmonella Typhimurium, GFP reporter (AID 1863). inhibition, % at 50 µM; hits with a dose series show IC50 in µM. S. Typhimurium PhoP-regulated promoter GFP reporter, 4 h; higher % means a stronger effect. 0.16% of 300,000 active;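 active = inhibition over 29.93%, a cutoff 3 SD above the screen mean, later confirmed by dose response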;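 note: 0% = low Mg2+ inducing control and 100% = high Mg2+ repressing control; strong numbers were not always called active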
GPR55 antagonists: GPR55 antagonists blocking LPI-driven arrestin recruitment, primary screen, imaging, U2OS, beta-arrestin-GFP, LPI agonist (AID 2013). G-protein coupled receptor 55 (Homo sapiens). U2OS GPR55 beta-arrestin-GFP translocation imaging, LPI antagonism; higher % means a stronger effect. one-dose inhibition, % at 10 µM; IC50 in µM for titrated hits. 0.13% of 290,000 active;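 active = spots per cell inhibited over 60%, with over 100 cells counted and total cytoplasm intensity under 500,000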;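 note: U2OS cells stably carrying GPR55 and arrestin-GFP stimulated by 5 µM LPI near EC80; imaged beta-arrestin-GFP aggregate spots per cell after agonist stimulation; plate controls were LPI-stimulated DMSO wells for no effect and DMSO wells without LPI for full effect; some results filed as inactive read as strong as hits; confirmed hits need IC50 under 10 µM and bright autofluorescent wells are also inconclusive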
GPR35 arrestin U2OS: GPR35 antagonists blocking zaprinast-driven arrestin recruitment, primary screen, imaging, U2OS, beta-arrestin-GFP, zaprinast agonist (AID 2058); U2OS GPR35 beta-arrestin-GFP translocation imaging, zaprinast antagonism; higher % means a stronger effect; G-protein coupled receptor 35 (Homo sapiens); 0.052% of 290,000 active; inhibition, % at 10 µM, or IC50 in µM where a hit was titrated;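 active = inhibition of at least 50% with at least 30 cells and total cytoplasm GFP at most 10,000,000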
West Nile virus CPE: West Nile virus antiviral activity, cell-based, CPE readout (AID 1621); West Nile virus-infected cells, CPE inhibition; higher % means a stronger effect; CPE inhibition, % at 10 µM, or IC50 in µM where a hit was titrated; 0.02% of 290,000 active; in the data active = a potency from the dose series; note: strong numbers were not always called active
T cell modulator vesicle-bound %: also measured in T cell modulator; calls as there; double positive events, %; measured here: CD8+ vesicle-bound cell fraction;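 binding gate set so that unloaded-vesicle control wells show 10% double positive cells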
NTR1 agonist cell count 20 µM: also measured in NTR1 agonist; calls as there; cell count; measured here: cell count, cytotoxicity flag
Active calls of the source: *; i = inactive; x = no result given; [ ] = remark or other dose.

Under each structure: T cell modulator, T cell modulator vesicle-bound %, KOR beta-arrestin-1, NTR1 agonist, NTR1 agonist cell count 20 µM, GPR55 activation, KOR beta-arrestin-2, Salmonella PhoP GFP, GPR55 antagonists, GPR35 arrestin U2OS, West Nile virus CPE
Cc1ccc(C)c(S(=O)(=O)N2CCCOC2CNC(=O)C(=O)NC2CCCC2)c1 (stereo unspecified)
 : i, 12.8, -12.0%, 0.3, 49, 0.3%, 1.6%, -4.4%, 9.7%, -15.1%, -0.4%
CNc1ncc(C(=O)c2ccc(Cl)c(Cl)c2)s1
 : i, 62.4, 7.4%, -1.7, 84, -0.1%, -3.1%, -5.1%, 5.9%, -0.2%, 0.7%
CC(C)(C)c1ccc(N/N=C(\C#N)S(=O)(=O)C(C)(C)C)cc1
 : i, 40.9, -67.9%, 4.3, 40, 0.1%, 5.9%, 15.1%, 0.5%, 1.2%, -1.4%
C=CCN=C(NC#N)SCC(=O)NCc1ccccc1
 : i, 6.3, 6.7%, -1.8, 55, 0.9%, -5.2%, -11.0%, 3.0%, 20.9%, 0.2%
COc1ccc(-c2csc(NC(=O)c3cccc(N4C(=O)CCC4=O)c3)n2)cc1C
 : i, 70.4, 2.6%, 10.8, 65, -0.2%, -2.7%, 7.7%, -4.0%, -3.5%, -0.3%
CCOc1ccc2[nH]c(=O)c(CN(CCc3ccccc3)C(=O)N3CCOCC3)cc2c1
 : i, 32.1, -23.5%, x, x, 0.3%, 3.1%, -2.0%, 7.9%, -3.8%, x
Clc1ccc(-c2nnc(N3CCCC3)nn2)cc1
 : i, 52.7, -1.4%, 1.5, 83, -0.1%, 5.7%, -3.5%, -3.8%, -6.8%, -0.7%
COc1cc2cc(CN(CCc3ccccc3C)C(=S)NCCCN(C)C)c(=O)[nH]c2cc1OC
 : i, 41.8, 6.0%, 4.3, 39, -0.2%, -1.1%, -11.3%, 16.3%, 3.4%, 40.4%
COc1ccccc1N1C(=O)C2C3CC(c4ccccc4)C(C3)C2C1=O (stereo unspecified)
 : i, 9.8, -8.2%, 0.2, 60, -0.3%, 9.8%, -7.3%, 7.0%, -0.4%, -0.6%
COC(=O)c1c(N)n(-c2ccc(N3CCOCC3)cc2)c2nc3ccccc3nc12
 : x, x, 17.3%, x, x, 0.3%, -1.7%, x, -5.2%, -5.0%, x
CCCc1nccn1S(=O)(=O)c1cc(OC)ccc1OC
 : i, 26.7, -1.8%, -1.9, 86, 0.0%, -2.0%, -7.5%, -2.1%, 6.2%, 0.7%
Cc1cc(C)cc(-n2ncc3c2CCCC3NC(=O)CCCn2cncn2)c1 (stereo unspecified)
 : i, 14.0, 23.0%, -0.3, 53, -0.1%, -0.8%, -0.4%, -6.5%, 19.6%, -0.6%
CCN1CCN(C(=S)Nc2ccsc2C(=O)OC)CC1
 : i, 11.6, -19.5%, 0.6, 49, 0.1%, -2.1%, 1.9%, -6.7%, -12.5%, -0.6%
Cc1ccccc1C(=O)NCCNC(=O)c1cnccn1
 : i, 37.8, -12.2%, -1.9, 33, 0.0%, -2.2%, -1.0%, 6.1%, -1.5%, 0.1%
COC(=O)CSCC(=O)Nc1nnc(-c2cccc(C)c2)s1
 : i, 53.4, 9.1%, 0.2, 72, 0.1%, -2.5%, -1.8%, -3.5%, -11.9%, -0.1%
COc1cccc(N2CCN(c3nc(C)cc(=O)[nH]3)CC2)c1
 : i, 57.9, -30.2%[20 µM], 0.2, 73, -0.2%, -2.4%, -0.6%, 6.2%, -0.1%, 0.1%
COCc1cc(C)nc(N2CCCCC2)c1C#N
 : i, 34.9, -24.1%, 0.1, 101, -0.3%, -1.0%, 2.1%, 9.1%, 11.2%, 0.5%
CSc1nc2ccc(NC(=O)C3CCCO3)cc2s1 (stereo unspecified)
 : i, 39.8, 22.5%, -2.2, 51, 0.0%, x, 6.1%, -0.8%, -8.2%, x
COc1ccccc1CNC(=O)c1[nH]c(C)c(C(C)=O)c1C
 : i, 54.4, -24.2%, 6.3, 72, -0.3%, 4.8%, -4.2%, -8.7%, 13.5%, -0.9%
COC(=O)c1[nH]c2ccc(F)cc2c1NC(=O)CCN1CC(C)OC(C)C1 (stereo unspecified)
 : i, 41.8, -16.6%, 0.3, 57, -0.1%, 2.4%, 1.5%, -0.4%, 9.2%, -0.7%
O=C(NCc1ccc2c(c1)OCO2)c1c(O)c2cccc3c2n(c1=O)CCC3
 : i, 30.0, -7.2%, 3.0, 42, -0.3%, 12.3%, -8.0%, 9.3%, 7.4%, 0.0%
Cc1occc1-c1nnc(SCC(=O)c2c(N)n(Cc3ccccc3)c(=O)n(C)c2=O)n1C
 : i, 45.4, -48.5%, 0.5, 68, -0.1%, 3.3%, -1.3%, 6.0%, 6.9%, -0.2%
Cc1cc(C)n2ncc(C(=O)O)c2n1
 : i, 19.8, -15.6%[20 µM], 0.6, 50, -0.1%, x, -6.9%, 3.0%, 5.9%, 0.0%
Fc1ccc(Nc2ccc(-c3ccc(F)cc3)nn2)cc1
 : i, 32.9, -0.5%, 1.0, 43, 0.1%, -0.9%, -2.4%, 8.2%, 12.0%, 0.0%
CC(C)CCN1CC(O)=C(c2nc(-c3ccc(Cl)cc3)cs2)C1=N
 : i, 59.8, -16.9%, 1.9, 50, 0.9%, -2.2%, -3.9%, -8.6%, 19.0%, -0.1%
Cc1ccsc1C(C(=O)NC(C)(C)C)N(Cc1ccco1)C(=O)c1csnn1 (stereo unspecified)
 : i, 39.5, -9.7%, 0.7, 55, -0.2%, -0.4%, -2.0%, -2.0%, -1.2%, -0.4%
CC1=NN(C(N)=S)C(C)(C)C1
 : i, 63.1, 8.7%, 1.9, 58, 0.3%, 3.6%, -12.7%, 8.9%, -0.7%, 0.8%
O=C1/C(=C/c2ccccc2F)SC(=S)N1CC(=O)N1CCCCC1c1cccnc1 (stereo unspecified)
 : i, 7.4, 0.4%, 5.6, 43, -0.1%, -2.0%, -9.6%, 3.6%, -12.1%, -1.9%
O=C(O)c1cc(NC(=S)NC(=O)C(c2ccccc2)c2ccccc2)ccc1Cl
 : i, 55.3, -29.6%[20 µM], 1.6, 42, -0.1%, x, -0.6%, 18.4%, 13.7%, 0.7%
COc1ccc(N2C(=O)CC(N3CCN(c4ccccc4)CC3)C2=O)cc1 (stereo unspecified)
 : i, 55.6, -16.4%[20 µM], -0.5, 65, 0.3%, 4.6%, -5.9%, 1.1%, -8.8%, -0.1%

Two of these compounds in a different format.
Structure,T cell modulator,T cell modulator vesicle-bound %,KOR beta-arrestin-1,NTR1 agonist,NTR1 agonist cell count 20 µM,GPR55 activation,KOR beta-arrestin-2,Salmonella PhoP GFP,GPR55 antagonists,GPR35 arrestin U2OS,West Nile virus CPE
CCN1CCN(C(=S)Nc2ccsc2C(=O)OC)CC1,i,11.6,-19.5%,0.6,49,0.1%,-2.1%,1.9%,-6.7%,-12.5%,-0.6%
Cc1ccccc1C(=O)NCCNC(=O)c1cnccn1,i,37.8,-12.2%,-1.9,33,0.0%,-2.2%,-1.0%,6.1%,-1.5%,0.1%

The listing continues.
Under each structure: T cell modulator, T cell modulator vesicle-bound %, KOR beta-arrestin-1, NTR1 agonist, NTR1 agonist cell count 20 µM, GPR55 activation, KOR beta-arrestin-2, Salmonella PhoP GFP, GPR55 antagonists, GPR35 arrestin U2OS, West Nile virus CPE
CC(C)Cc1nnc(NS(=O)(=O)c2ccc([N+](=O)[O-])cc2)s1
 : i, 66.9, -20.2%[20 µM], -1.4, 60, -0.2%, 0.9%, -3.3%, -11.2%, 3.7%, -0.1%
CC(=O)c1cccc(NC(=O)[C@@H](NC(N)=O)C(C)C)c1
 : i, 16.8, -3.3%, -0.1, 41, -0.4%, 0.5%, 0.4%, -6.5%, -13.2%, 0.3%
O=C(Cn1cnc2c(nnn2Cc2ccc(F)cc2)c1=O)NCc1ccc2c(c1)OCO2
 : x, x, -1.5%, -1.1, 41, 0.1%, 5.6%, 3.2%, 5.1%, -12.7%, -1.4%
CCOC(=O)c1c(NS(C)(=O)=O)sc2c1CCC(C)C2 (stereo unspecified)
 : i, 27.2, -6.8%, 0.2, 71, -0.2%, 2.8%, -11.7%, 1.9%, 14.0%, 0.2%
CCN(Cc1ccccc1)S(=O)(=O)c1cc(C(=O)O)ccc1OC
 : i, 29.5, -23.9%, 2.1, 30, -0.3%, 1.0%, -3.2%, 5.1%, 13.2%, -0.3%
CC(c1ccc(Br)cc1)N1CC23C=CC(O2)C(C(=O)O)C3C1=O (stereo unspecified)
 : i, 64.0, -10.9%, 0.0, 53, -0.2%, -2.3%, -0.6%, -6.4%, -8.4%, -0.4%
C=CCn1c(CCC(O)COCCC)n[nH]c1=S (stereo unspecified)
 : i, 38.7, 7.0%[20 µM], 3.4, 61, 0.0%, -0.8%, -1.9%, -4.2%, 4.0%, -0.4%
N=c1c(C(=O)NCC2CCCO2)cc2c(=O)n3ccccc3nc2n1Cc1cccnc1 (stereo unspecified)
 : i, 42.4, 3.2%, -2.1, 56, 0.0%, x, -6.6%, 1.1%, 7.3%, -0.8%
Cc1cc2oc(=O)cc(CN(C)Cc3ccc(OC(F)F)cc3)c2cc1Cl
 : i, 5.4, -14.0%, 4.6, 33, -0.2%, -3.8%, 4.9%, -2.5%, 4.2%, -1.4%
C/C(=N\Nc1ccc(C(=O)O)cc1)c1ccc(Cl)s1
 : i, 59.2, 8.1%, -2.1, 95, -0.1%, -3.4%, -6.4%, -4.7%, 6.8%, 0.1%
Cc1cc(NC(=O)c2ccc(Cl)cc2)cc(C)c1OCC(=O)N1CCOCC1
 : i, 68.2, -12.8%, 0.3, 69, -0.1%, -1.1%, -5.2%, 0.4%, 9.7%, 0.0%
CC(C)(C)n1nnnc1C(c1cccc(C#N)c1)N1CCCCCC1 (stereo unspecified)
 : i, 32.7, 14.0%, 0.1, 39, 0.2%, 0.8%, 13.7%, 14.7%, 7.1%, -0.1%
O=C1C(Cl)=C(NCC2CCCO2)C(=O)N1C1CCCCC1 (stereo unspecified)
 : i, 41.6, -9.3%, 0.4, 91, -2.3%, 11.0%, -2.1%, -7.8%, -0.3%, 0.3%

Screening results (PubChem)
